Assay outcomes from PubChem.
TNAP inh noacc: TNAP (human) inhibition, acceptor-free conditions | inhibition, % at 20 µM | P05186 | purified TNAP, CDP-star luminescence, 30 min | 200,000 compounds, 0.26% hits;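 active = tissue-nonspecific alkaline phosphatase inhibition above about 50% at 20 µM in the single-dose screen, limit read from the data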;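 note: 0% = DMSO negative control and 100% = EDTA positive control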
Target sequence (P05186 whole entry, looked up): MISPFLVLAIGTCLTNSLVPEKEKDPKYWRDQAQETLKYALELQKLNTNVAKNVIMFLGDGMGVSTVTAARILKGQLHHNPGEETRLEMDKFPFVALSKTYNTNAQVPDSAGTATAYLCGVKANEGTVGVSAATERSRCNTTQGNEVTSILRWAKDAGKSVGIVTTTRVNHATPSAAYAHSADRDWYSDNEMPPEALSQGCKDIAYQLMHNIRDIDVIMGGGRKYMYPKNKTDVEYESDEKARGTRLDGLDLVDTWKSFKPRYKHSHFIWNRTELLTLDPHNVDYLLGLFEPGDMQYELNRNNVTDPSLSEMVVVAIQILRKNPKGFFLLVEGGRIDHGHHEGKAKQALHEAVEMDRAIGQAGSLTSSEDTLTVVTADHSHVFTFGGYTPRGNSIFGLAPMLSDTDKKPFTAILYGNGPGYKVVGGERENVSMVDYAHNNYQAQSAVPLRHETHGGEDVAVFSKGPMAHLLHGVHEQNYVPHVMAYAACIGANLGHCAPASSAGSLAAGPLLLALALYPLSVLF
Diaphorase inh: diaphorase inhibition or chemical oxidation counter-screen; diaphorase resazurin-to-resorufin fluorescence, NADH, 16 min; bacterial (C. kluyveri) enzyme, not human; AID 1217; 190,000 compounds, 0.69% hits; inhibition, % at 20 µM;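 active = primary screen inhibition at 20 µM above a set limit, cut at about 50% in these data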;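 note: plate controls were DMSO with full reaction for no effect and wells lacking NADH for full effect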
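Test system: bacterial diaphorase enzyme (C. kluyveri); Quantity: 0.14 U/mL diaphorase, enzyme working solution; Times: reaction incubation of 16 min at room temperature; Measured by: fluorescence of resorufin formed from resazurin, Ex 544/Em 590 nm; Benchmarks: positive control minus NADH, DMSO neutral control.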
PMI activator: activators of human phosphomannose isomerase. P34949. purified human PMI, coupled resazurin fluorescence, 20 min; stronger effect = higher value; 1 = vehicle control, 0 substrate-free wells. activation factor at 20 µM. 190,000 compounds, 0.005% hits. AID 1214;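 active = activation factor of 2 or more at 20 µM, relative to plate controls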
Target sequence (P34949 whole entry, looked up): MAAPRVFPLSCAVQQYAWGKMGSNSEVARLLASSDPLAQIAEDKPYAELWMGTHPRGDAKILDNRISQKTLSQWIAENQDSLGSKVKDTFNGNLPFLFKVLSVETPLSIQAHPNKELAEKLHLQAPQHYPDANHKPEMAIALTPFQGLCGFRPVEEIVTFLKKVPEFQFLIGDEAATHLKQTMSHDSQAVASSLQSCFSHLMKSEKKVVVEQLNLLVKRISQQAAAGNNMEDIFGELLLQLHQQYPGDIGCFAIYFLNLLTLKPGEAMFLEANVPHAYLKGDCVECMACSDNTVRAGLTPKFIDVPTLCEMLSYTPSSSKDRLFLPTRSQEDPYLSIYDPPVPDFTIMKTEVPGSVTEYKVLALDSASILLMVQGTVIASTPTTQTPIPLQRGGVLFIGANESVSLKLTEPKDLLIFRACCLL
PMI act hi M6P: activators of human phosphomannose isomerase at near-saturating mannose 6-phosphate; coupled PMI enzyme assay, resazurin fluorescence, 20 min; stronger effect = higher value; 1 = untreated enzyme, 0 = substrate-free blank; activation factor at 20 µM; 190,000 compounds, 0.34% hits; AID 1216;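 active = activation factor of 2 or more at 20 µM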
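Test system: human phosphomannose isomerase with PGI, G6PDH, diaphorase coupling enzymes; Amount: PMI at 15 ng/mL final; Reagent: Mannose-6-phosphate 1.0 mM (near-saturating) plus 0.22 mM NADP+; Timing: 20 min, room temperature; Technique: resorufin fluorescence at Ex 544/Em 590 nm; Dosing: 20 µM single dose.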
TNAP act hi DEA: increases human TNAP activity under high phosphate acceptor concentration; P05186; purified TNAP, CDP-star luminescence, 1 M DEA, 30 min; stronger effect = higher value; 0 = EDTA background, 1 = DMSO-only activity; activation factor at 20 µM; 200,000 tested, under 10 active;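 active = activation factor at least 2 at 20 µM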
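Control set: EDTA negative control, DMSO positive control / Assay system: human TNAP / Quantity: TNAP 1/800 final / Evaluation: TNAP activation factor scaled between EDTA and DMSO control wells / Measured by: luminescent substrate turnover signal / Compound dosing: one dose, 20 µM / Times: 30 min enzyme reaction at room temperature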
Diaph act CS: diaphorase activation or chemical reduction counter-screen. Diaphorase/resazurin coupled assay, resorufin fluorescence, 16 min; stronger effect = higher value; 1 = vehicle wells, 0 = NADH-free wells. activation factor at 20 µM. 190,000 compounds, 0.005% hits. AID 1229;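 active = diaphorase activity raised at least twofold by the compound at 20 µM; inactive = activation factor below 2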
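Test system: Clostridium kluyveri diaphorase, purified enzyme. Buffer or medium: 50 mM HEPES pH 7.4 buffer plus MgCl2 and Tween 20. Also added: 0.114 mM NADH and 0.1 mM resazurin, final amounts. Dosing: compound 20 µM once, DMSO 1%. Schedule: 16 min enzyme reaction, ambient temperature. Detection: fluorescence of resorufin, 544 nm excitation, 590 nm emission.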
TNAP inh hi DEA: TNAP (human) inhibition, high acceptor; P05186; purified TNAP, CDP-star luminescence, 1 M DEA; inhibition, % at 20 µM; 200,000 compounds, 0.03% hits;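 active = over 50% inhibition of tissue-nonspecific alkaline phosphatase at 20 µM in the single-dose screen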;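 note: plate controls were DMSO wells for no effect and EDTA-quenched wells as full inhibition for full effect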
Lmaj promast: reduces viability of Leishmania major promastigotes | resazurin fluorescence viability | inhibition, % at 10 µM | 200,000 compounds, 9% hits | AID 1063; in the data active = inhibition above about 50%;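 note: promastigotes grown with compound for 44 hours at 28 °C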
bIAP inhibitor: intestinal alkaline phosphatase (bovine) inhibition; purified bovine IAP, CDP-star luminescence, 30 min; inhibition, % at 20 µM; 190,000 tested, under 10 active; AID 1019;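 active = over 50% inhibition of intestinal alkaline phosphatase at 20 µM in the single-dose screen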
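System: purified bovine intestinal alkaline phosphatase (IAP) enzyme; Input: IAP diluted 1/65,000,000 in the well; Measured by: CDP-star luminescence signal; Compound dosing: 20 µM single dose; Incubation: 30 min reaction at room temperature.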
bIAP activator: increases bovine intestinal alkaline phosphatase activity. purified bovine IAP, CDP-star luminescence, 30 min; stronger effect = higher value; fold of DMSO-control signal, blank-subtracted. activation factor at 20 µM. 200,000 compounds, 0.17% hits;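 active = activation factor of 2 or more at 20 µM, a signal rise over negative controls twice the positive control's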
Starred values were filed as active, the others as inactive; i = inactive. Random draw from the library; overall some 10% were active at least once.

SMILES	TNAP inh noacc	Diaphorase inh	PMI activator	PMI act hi M6P	TNAP act hi DEA	Diaph act CS	TNAP inh hi DEA	Lmaj promast	bIAP inhibitor	bIAP activator
CCOc1ccc(N2CC(C(=O)Nc3cccc(S(=O)(=O)N4CCCCC4)c3)CC2=O)cc1 (configuration not stated)	-21	22	1	0.9	1.1	0.8	-6	8	-6	1.1
CCC(Sc1ccc2nnc(-c3ccc(OC)c(OC)c3)n2n1)C(=O)O (configuration not stated)	-6	3	1.1	1.2	1	1	1	6	-3	1
CCOc1ccc(OCCOCCOc2ccccc2Cl)cc1	-30	15	0.8	0.9	1	0.8	-4	7	3	1
Nc1ncnc2c1nc(SCCO)n2Cc1ccccc1	7	-13	1.2	1.1	1	1.1	-4	1	-1	1
CC(C)(C)NC(=O)Cn1nnc(-c2ccccc2Cl)n1	-7	-6	1	1	1.1	1.1	-5	-1	8	0.9
O=C(CN1CCC(NC(=O)Cc2ccccc2)CC1)Nc1ccccc1Br	-16	3	0.9	1	1.1	1	-5	6	-12	1.1
O=C1c2ccccc2C(=O)N1CCOCCN1C(=O)c2ccccc2C1=O	-18	14	1	1	1.1	0.9	-7	-1	5	1
COc1cccc(-n2ccnc2SCC(=O)Nc2nccs2)c1	-3	15	1	1	1.1	0.8	-6	-3	-5	1.1
N/C(=N\OC(=O)CC1CCCCC1)c1ccncc1	-7	7	1	1.1	1.1	0.9	-7	18	7	0.9
Cc1ccccc1CSCCNC(=O)COc1ccc(Cl)cc1	-3	0	0.9	1	1	1	-2	33	1	1
COc1ccc(C2(CNC(=O)CCC(=O)O)CCCC2)cc1OC	-17	6	1	1	1	0.9	-2	-5	7	0.9
CCN(CC)C(=O)c1sc2nc(-c3cccs3)cc(-c3ccc(Cl)cc3)c2c1N	-8	21	1.2	1.7	1	0.8	2	33	6	0.9
O=C(NCc1cccnc1)Nc1ccc2c(c1)OCO2	-8	-9	1	1	1.1	1.1	-6	10	17	0.8
COC(=O)N/N=C(\C)c1ccc(C)c([N+](=O)[O-])c1	-10	22	0.8	0.9	1	0.8	-3	-3	-2	1
NC(=O)C1CCN(C2CC(=O)N(Cc3ccc(N4CCCC4=O)cc3)C2=O)CC1 (configuration not stated)	-12	12	1	1	1.1	0.9	-6	-4	0	1
Cc1ccc(OCC(=O)NC(=S)Nc2cccc(NC(=O)c3ccc(Cl)cc3Cl)c2)cc1	-7	13	0.9	1	1	0.9	-3	-7	12	0.9
COc1ccc(CCCc2nnc(SCC(=O)Nc3ncc(C)s3)o2)cc1	-10	15	1	1	1.1	0.8	-7	6	3	1
CCOCCCNC(=S)NCCNc1nc2ccc(C)cc2cc1C#N	-11	19	1.5	2*	1	0.8	2	-4	11	0.9
O=C(c1ccncc1)N1CCN(C(=O)c2ccco2)CC1	-14	18	0.9	0.9	1.1	0.8	-7	-9	-1	1
C/C(N)=C(/C#N)C(=O)COC(=O)c1ccccc1C(=O)c1ccc(C)cc1	-3	16	1	0.9	1	0.8	-3	3	-6	1.1
CCS(=O)(=O)NCC(c1cccnc1)N1CCN(c2ccc(OC)cc2)CC1 (configuration not stated)	-14	-2	1	0.9	1	1	-3	3	-7	1.1
Brc1c(CSc2nncn2-c2ccccc2)nc2sccn12	-5	0	1	1.1	1	1	-2	-1	-4	1
c1ccc(N2CCN(c3ccccc3)C2c2cccs2)cc1	-7	4	1	1	1	1	-1	94*	13	0.9
Cc1ccc(CNC(=O)Cc2csc(Nc3nc(=S)[nH]c4ccccc34)n2)cc1	-5	12	1	1	1	0.9	2	1	-13	1.1
COc1ccc(-c2cn[nH]c2-c2ccc(OCc3ccc([N+](=O)[O-])cc3)cc2O)cc1	-14	5	1	1.1	1	0.9	-4	43	7	0.9
Cc1ccc(-c2nc(=S)c3c(n2Cc2ccco2)CC(C)(C)OC3)cc1	-3	29	1	1	1	0.7	-1	-1	-6	1.1
c1ccc(CSc2ccc(-c3cccs3)nn2)cc1	-7	15	1	0.9	1	0.8	0	-4	9	0.9
Cc1nn(CC(=O)c2ccc(Cl)s2)c(C)c1[N+](=O)[O-]	3	14	1.1	1	1	0.9	-5	-3	6	0.9
Cc1ccc(NC(=O)CCn2c(=S)oc3ccccc32)cc1	-4	7	1	1	1	0.9	3	17	2	1
CCOC(=O)C1(CC2CC2)CCN(C(=O)c2ocnc2C)CC1	-8	16	1	1.1	1	0.8	-3	-3	-1	1
Cc1sc(NC(=O)c2ccco2)nc1-c1ccc2c(c1)CC(C)N2C(=O)C1CC1 (configuration not stated)	-17	24	1.1	1.1	1.1	0.8	-7	86*	2	1
O=C(COC(=O)c1ccccc1O)Nc1ccc(S(=O)(=O)N2CCCCC2)cc1	-15	15	1	1	1.1	0.9	-8	5	-14	1.1
O=C(Oc1cccnc1)c1ccc(Cl)c(Cl)c1	-15	13	1	1	1.1	0.9	-5	-3	-6	1.1
CC(NS(C)(=O)=O)C(c1cccs1)N1CCN(Cc2ccccc2)CC1 (configuration not stated)	-8	7	0.8	0.9	1	0.9	2	-3	20	0.8
CC(C)(C)NC(=O)C(=O)N/N=C/c1cccs1	0	7	1.2	1.1	1	0.9	-3	-3	5	0.9
CC1CCCCC1NC(=O)CSCC(=O)O (configuration not stated)	-4	6	0.9	0.9	1	0.9	3	46	37	0.6
CN1CCCC(OC(=O)c2cc(Br)ccc2Cl)C1 (configuration not stated)	-7	18	1	1	1	0.8	-3	-1	-1	1
Cc1ccc(Cl)cc1NC(=O)CC1NC2CCCCC2NC1=O (configuration not stated)	-10	-6	1	1	1	1.1	-4	-4	2	1
CCOC(=O)c1ccccc1NC(=O)CSc1nnc(COc2ccccc2)n1CC	-1	23	0.9	0.9	1	0.8	-3	1	-6	1.1
Fc1ccc(NCc2n[nH]c(=S)n2Cc2ccccc2)cc1	-38	5	1	1	1	1	-2	-8	7	0.9
CN1CCN(C(=O)CSc2ccc(C(F)(F)F)cc2[N+](=O)[O-])CC1	-9	11	1.1	1	1	0.9	-1	-2	3	1
Cc1cc(C)c(OCC(=O)Nc2ccccn2)c([N+](=O)[O-])c1	-3	0	1.1	1.1	1	1	2	2	6	0.9
O=C(Nc1cc(S(=O)(=O)Nc2ccc(Cl)cc2)ccc1O)c1ccc(S(=O)(=O)N2CCCCCC2)cc1	-8	6	0.5	0.7	1	0.9	0	4	-5	1
COc1cc(C(=O)NCc2ccc(-c3nc4ccccc4s3)cc2)cc(OC)c1OC	-4	6	0.9	1	1	0.9	0	8	5	0.9
O=C(NC(=S)Nc1ccc(S(=O)(=O)Nc2ncccn2)cc1)c1cccc(Br)c1	6	13	1	1.1	1	0.9	0	-9	-5	1.1
COc1cccc(OC)c1OCC(C)CNCC1CCCO1 (configuration not stated)	-8	9	1	1.1	1	0.9	-2	85*	6	0.9
COc1ccc(CCNC(=O)c2ccc(N(C)S(=O)(=O)c3ccc(C)cc3)cc2)cc1	-11	13	0.9	0.9	1.1	0.9	-7	17	-3	1
COCc1nc2ccccc2n1Cc1cccc(C)c1	-7	11	1	0.9	1	0.9	-4	-1	8	0.9
CSc1nc(NC(C)=O)nc(C)c1Cl	-3	5	1.1	1.1	1	1	-2	-9	4	1
Cc1ccc(CN2CCN(Cc3cnc(C)s3)CC2CCO)cc1 (configuration not stated)	-1	2	1	1	1	1	2	48	0	1
Cc1ccc2nc(NNC(=O)c3ccc(S(=O)(=O)N4CCc5ccccc5C4)cc3)sc2c1	-13	-12	1.1	1.3	0.9	1.1	9	100*	1	1
O=c1c(Cl)c(Cl)cnn1Cc1nnc(-c2ccc(Cl)cc2)o1	10	10	1.3	1.1	1	0.9	1	100*	0	1
O=C(O)CN1C(c2ccccc2O)Nc2ccc(Br)cc2C1c1ccccc1 (configuration not stated)	-142	32	0.8	0.8	1	0.7	-3	-10	-8	1.1
Cc1nn(-c2ccc(Cl)cc2)c2sc(C(=O)c3c(N)n(C)c(=O)n(C)c3=O)cc12	-2	0	1	1	1	1	1	0	2	1
O=C(CCCSc1nnnn1-c1cccc2ccccc12)c1ccc(F)cc1	-6	5	1	1	1	1	-1	0	42	0.6
Cc1cc(OCCCn2cnc3ccccc3c2=O)ccc1[N+](=O)[O-]	-15	11	0.9	1	1	0.9	-1	59*	13	0.9
O=C(CCSCCC(=O)NCc1ccc(F)cc1)NCc1ccc(F)cc1	-9	13	1	1	1	0.9	-3	-6	6	0.9
CSc1nnc2c(n1)OC(C)=Nc1ccccc1-2	-12	14	1.1	1	1	0.9	-2	3	6	0.9
COc1cc(NC(=O)c2ccc3c(c2)OCO3)c2ncccc2c1	-8	3	1	1	1	1	-2	-5	i	11*
Cc1cc(C=C2C(=O)c3ccccc3C2=O)c(C)n1-c1ccccc1	10	11	1	0.9	0.9	0.9	12	1	34	0.7
Cc1cccc(CC(C)NC(=O)CCc2nnc(CCCCc3ccccc3)o2)n1 (configuration not stated)	-4	-6	0.9	1	1	1.1	0	0	3	1
COc1cc(NC(=S)NC(=O)C(C)C)ccc1NC(=O)c1cc2ccccc2o1	-4	15	1	1.1	1	0.9	-5	1	6	0.9
Cc1c(NS(=O)(=O)c2cccc(C(=O)NCc3ccc(Cl)cc3)c2)c(=O)n(-c2ccccc2)n1C	-11	22	0.9	0.9	1	0.8	3	-7	10	0.9

Single values from the entries so far:
bIAP activator with Cc1cc(OCCCn2cnc3ccccc3c2=O)ccc1[N+](=O)[O-] : 0.9
Lmaj promast with Cc1nn(-c2ccc(Cl)cc2)c2sc(C(=O)c3c(N)n(C)c(=O)n(C)c3=O)cc12 : 0

Part of the list above in order of molar mass, smallest number first:
SMILES	TNAP inh noacc	Diaphorase inh	PMI activator	PMI act hi M6P	TNAP act hi DEA	Diaph act CS	TNAP inh hi DEA	Lmaj promast	bIAP inhibitor	bIAP activator
Cc1nn(CC(=O)c2ccc(Cl)s2)c(C)c1[N+](=O)[O-]	3	14	1.1	1	1	0.9	-5	-3	6	0.9
CCOc1ccc(OCCOCCOc2ccccc2Cl)cc1	-30	15	0.8	0.9	1	0.8	-4	7	3	1
C/C(N)=C(/C#N)C(=O)COC(=O)c1ccccc1C(=O)c1ccc(C)cc1	-3	16	1	0.9	1	0.8	-3	3	-6	1.1
